Efflux pump inh = antifungal efflux pump inhibition, Nile Red retention; 330,000 tested, 0.44% active; S. cerevisiae Candida pump triplex; AID 485275; inhibition, % at 10 µM;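 active = plate passing quality check with inhibition over a set limit, or well fluorescence over plate mean plus 4 SD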;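 note: Nile Red retained in pooled yeast measured as flow cytometry median fluorescence; 0% = buffer negative control and 100% = Enniatin B positive control; higher means more Nile Red kept so more efflux inhibition; some compounds called inactive have numbers as strong as hits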
PP5 primary = PP5 (human) phosphatase inhibition; purified PP5c, OMFP substrate fluorescence; 320,000 tested, 0.18% active; inhibition, % at 6.7 µM; P53041; AID 1987;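 active = inhibition above the campaign's mean inhibition across all tested compounds plus 3 SD, cut at about 9.5% in these data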;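 note: 0% = DMSO only and 100% = 100 µM cantharidin control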
TPT1 inh = inhibitors of Candida albicans tRNA 2'-phosphotransferase TPT1; recombinant caTPT1, FP RNA substrate dephosphorylation; AID 1962; 300,000 tested, 0.81% active; inhibition, % at 5 µM;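 active = inhibition above the mean of all tested compounds plus 3 SD, set per screening campaign, cut at about 24% in these data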;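 note: plate controls were DMSO alone for no effect and ferristatin control at 100 nM for full effect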
PP1 inh = blocks human PP1-alpha phosphatase, a PP5 counter-screen; P62136; purified PP1alpha, OMFP fluorescence; inhibition, % at 6.7 µM; 320,000 tested, 0.9% active; AID 2235;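 active = inhibition above the mean inhibition of all tested compounds plus 3 SD, computed separately for each screening campaign, cut at about 15% in these data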
core dimer inh = blocks dimerization of HCV core protein; TR-FRET GST/Flag-core106 dimerization, 1536-well; inhibition, % at 5 µM; 300,000 tested, 0.33% active;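 active = inhibition above the mean of all tested compounds plus 3 SD, set per screening campaign, cut at about 45% in these data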
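Test system: GST/Flag-tagged HCV core106 proteins; Medium: KF-containing HEPES buffer, pH 7.45, DTT, CHAPS, BSA; Times: compound-protein-antibody incubation 4 h at 22.5 °C; Detection: TR-FRET 671 and 617 nm emission; Benchmarks: wells lacking GST-core106 and wells with excess unlabelled core106.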
proCasp7 act = counter-screen: procaspase-7 (human) activation | 330,000 tested, 0.093% active | activation, % at 8.5 µM | AID 463210 | recombinant procaspase-7, Ac-DEVD-pNA absorbance 405 nm; D23A/D198A/D206A triple mutant, cannot self-cleave; scale: DMSO 0, 5 µM enzyme 100;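 active = percent activation above the screen-wide mean plus 3 SD, cut at about 25% in these data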
Target sequence (P55210 whole entry D23A/D198A/D206A): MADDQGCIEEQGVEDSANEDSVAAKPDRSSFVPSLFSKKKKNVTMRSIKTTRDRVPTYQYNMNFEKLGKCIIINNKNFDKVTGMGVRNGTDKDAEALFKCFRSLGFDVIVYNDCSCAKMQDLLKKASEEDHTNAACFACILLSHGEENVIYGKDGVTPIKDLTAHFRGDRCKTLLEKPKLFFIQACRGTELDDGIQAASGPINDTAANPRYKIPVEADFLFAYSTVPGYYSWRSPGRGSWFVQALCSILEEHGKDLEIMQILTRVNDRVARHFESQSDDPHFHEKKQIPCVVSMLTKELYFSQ
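System: Procaspase-7 triple mutant (PC-7 D3A); measure: % activation from two-timepoint absorbance difference, scaled to controls; times: 1 h compound preincubation, 2 h substrate cleavage, 25 °C; also added: Ac-DEVD-pNA substrate, 400 µM as added; measured by: Epi-absorbance of released pNA at 405 nm, two timepoints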
JMJD2C inh = inhibitors of human GASC-1 (JMJD2C) demethylase. Q9H3R0. GST-JMJD2C(1-420) H3K9me3 demethylation, DELFIA europium. inhibition, % at 2.35 µM. 330,000 tested, 0.069% active. AID 2099;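 active = more than half of a compound's replicate wells show inhibition beyond 50%, single wells judged on their own value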;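 note: signal counts dimethyl H3K9 product captured on neutravidin plate; 0% = median of DMSO wells and 100% = 0.3 times that DMSO median; strong numbers were not always called active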
Fh CTSL1 inh = blocks F. hepatica cathepsin L1 in PFM18AAP counter-screen. recombinant F. hepatica cathepsin L1, Z-Leu-Arg-MCA fluorescence. inhibition, % at 5.96 µM. 300,000 tested, 0.49% active. AID 1906;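 active = inhibition above the mean of all tested compounds plus 3 SD, set per screening campaign, cut at about 17% in these data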;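 note: 0% = plate median of test compound wells and 100% = 1 µM Z-Phe-Ala-diazomethylketone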
procasp3 activ = activators of human procaspase-3. 330,000 tested, 0.11% active. recombinant procaspase-3 D3A, Ac-DEVD-pNA absorbance 405 nm. activation, % at 8.5 µM;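 active = activation above the mean of all tested compounds plus 3 SD, cut at about 21% in these data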;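 note: 0% = DMSO alone and 100% = DMSO wells spiked with extra 5 µM PC-3 D3A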
Target sequence (P42574 whole entry D9A/D28A/D175A): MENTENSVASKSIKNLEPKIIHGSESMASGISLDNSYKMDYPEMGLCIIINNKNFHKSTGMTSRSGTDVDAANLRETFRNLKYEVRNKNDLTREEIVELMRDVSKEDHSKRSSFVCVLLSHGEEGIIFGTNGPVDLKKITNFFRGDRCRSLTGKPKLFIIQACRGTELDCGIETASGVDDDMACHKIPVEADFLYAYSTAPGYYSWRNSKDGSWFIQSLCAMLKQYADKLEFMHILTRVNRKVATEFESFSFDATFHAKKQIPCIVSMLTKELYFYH
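Assay system – Procaspase-3 D3A mutant, all three cleavage aspartates alanine · Controls – DMSO-only low control, 5 µM PC-3 D3A high control · Schedule – 1 h compound preincubation, 2 h substrate hydrolysis at 25 °C · Signal – 405 nm absorbance of p-nitroaniline, reads at 0 and 120 min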
* = called active by the depositor; / = not tested or not shown.

compound	Efflux pump inh	PP5 primary	TPT1 inh	PP1 inh	core dimer inh	proCasp7 act	JMJD2C inh	Fh CTSL1 inh	procasp3 activ
O=C(CCN1C(=O)C2C3C=CC(C3)C2C1=O)Oc1ccc2ccccc2c1 (configuration not stated)	0.0	4.6	-3	1	8	13	-3	-13	13
CC(=O)c1ccc2c(c1)C1C=CCC1C(c1ccc(S(=O)(=O)N3CCOCC3)cc1)N2 (configuration not stated)	-0.1	-2.1	0	13	79*	-13	11	-4	-5
O=C1[C@@H]2Cc3c([nH]c4ccccc34)C(c3ccc(Cl)cc3)N2C(=O)CN1CCO (some centres not stated)	0.0	1.3	-4	-3	4	-2	3	-5	7
Cn1sc(=O)c2cc(S(=O)(=O)NC3CC3)ccc21	0.0	1.2	-3	-6	-9	-35	6	6	-23
CSc1nc2ccc3nc(NC(=O)C4COc5ccccc5O4)sc3c2s1 (configuration not stated)	-0.2	2.2	-2	6	-33	-5	-6	1	5
COc1cccc(C2CC(c3cccs3)=NN2C(=S)Nc2ccccc2)c1OC (configuration not stated)	-0.1	1.4	3	1	-4	2	5	6	6
CSc1cccc(NC(=S)N(CCN(C)C)C(C)c2ccccn2)c1 (configuration not stated)	0.1	0.0	0	-6	-1	-12	12	3	-9
CC(C)(C)c1ccc(C(=O)NC(CC(=O)O)c2ccc(OC3CCCC3)cc2)cc1 (configuration not stated)	-0.3	0.3	-1	1	2	-5	-1	1	-1
COc1ccc(-c2cc3ccccc3n2CC(O)CN2CCN(CCO)CC2)cc1 (configuration not stated)	-0.2	-1.4	0	-1	-1	8	13	1	-4
Cc1nc2ccccn2c1C(=O)c1ccccc1	0.0	3.7	-3	-4	-3	0	1	0	6
CCC(=O)NCCCCCCCCCNC(=O)CC	0.4	1.9	4	1	-14	-6	-6	-3	-6
O=C(CN1CCN(c2ccc(F)cc2)CC1)Nc1ccccc1	0.2	3.5	8	2	0	-2	5	-5	-7
COc1cccc(/C=C/C(=O)c2ccc3c(c2)OCO3)c1OC	0.1	0.5	/	0	/	-3	-2	/	-1
Cc1cccc(OCCCC(=O)NNC(=O)CCN2CCN(c3ccccc3)CC2)c1	0.1	-0.6	3	-4	-3	3	0	-1	3
COc1ccc(CCNc2nncc(=O)[nH]2)cc1OC	0.0	1.9	1	-3	0	9	-1	-2	-6
N#CCOc1coc(CN2CCN(c3cccc(Cl)c3)CC2)cc1=O	-0.1	0.3	0	-4	3	7	-1	3	1
CC(C)CSc1nnc(N)s1	0.1	-0.4	0	-6	1	-4	-2	-3	-7
N#C/C(=C/c1ccc(N2CCOCC2)c([N+](=O)[O-])c1)C(N)=O	0.0	0.9	-1	1	-1	4	4	-1	-1
CCc1sc(C(=O)NNC(=O)CNC(=O)c2ccccc2F)cc1C	-0.2	2.8	/	0	/	-3	4	/	2
CC(C)[C@H](NC(=O)c1ccccc1)C(=O)OCC(=O)NCCc1ccc(F)cc1	-0.3	1.4	-1	-1	1	6	-8	-14	-4

The final 2 compounds of the section above come first, to join the parts:
compound	Efflux pump inh	PP5 primary	TPT1 inh	PP1 inh	core dimer inh	proCasp7 act	JMJD2C inh	Fh CTSL1 inh	procasp3 activ
CCc1sc(C(=O)NNC(=O)CNC(=O)c2ccccc2F)cc1C	-0.2	2.8	/	0	/	-3	4	/	2
CC(C)[C@H](NC(=O)c1ccccc1)C(=O)OCC(=O)NCCc1ccc(F)cc1	-0.3	1.4	-1	-1	1	6	-8	-14	-4
CCOCCn1c(CN(Cc2ccccc2)Cc2ccccc2)nc2c1c(=O)n(C)c(=O)n2C	0.0	4.7	5	6	12	3	4	4	7
Nc1[nH]nc2nc3ccccc3cc12	0.1	-2.9	-1	-7	-13	-3	5	1	-1
CN(c1ccc(C(=O)NCCSCc2ccccc2)cc1)S(=O)(=O)c1ccccc1	-0.1	4.5	2	2	3	0	1	-2	-2
O=S(=O)(O)c1ccc(N=NNc2ccc(Br)cc2)cc1	-0.1	0.4	1	1	-2	-11	2	-3	-5
O=C(COc1ccccc1Cl)Nc1nc(-c2cccs2)cs1	-0.2	0.1	-6	-1	-20	0	4	0	5
CCCNC(=O)c1cc2cc([N+](=O)[O-])ccc2s1	-0.1	-1.6	-4	3	-1	2	28	1	-3
O=C(O)CCCCCNS(=O)(=O)c1cccc2c1C(=O)c1ccccc1C2=O	0.0	1.7	-1	-4	7	13	5	-1	4

Pulled by compound from above, five records:
compound	Efflux pump inh	PP5 primary	TPT1 inh	PP1 inh	core dimer inh	proCasp7 act	JMJD2C inh	Fh CTSL1 inh	procasp3 activ
CCOCCn1c(CN(Cc2ccccc2)Cc2ccccc2)nc2c1c(=O)n(C)c(=O)n2C	0.0	4.7	5	6	12	3	4	4	7
CCCNC(=O)c1cc2cc([N+](=O)[O-])ccc2s1	-0.1	-1.6	-4	3	-1	2	28	1	-3
CN(c1ccc(C(=O)NCCSCc2ccccc2)cc1)S(=O)(=O)c1ccccc1	-0.1	4.5	2	2	3	0	1	-2	-2
O=C1[C@@H]2Cc3c([nH]c4ccccc34)C(c3ccc(Cl)cc3)N2C(=O)CN1CCO (some centres not stated)	0.0	1.3	-4	-3	4	-2	3	-5	7
CC(C)(C)c1ccc(C(=O)NC(CC(=O)O)c2ccc(OC3CCCC3)cc2)cc1 (configuration not stated)	-0.3	0.3	-1	1	2	-5	-1	1	-1

From PubChem
